p53ts 32C tox – kills p53ts cells at the permissive temperature; AID 924; H1299-p53A138V at 32C, ATP luminescence viability, 24 h; Potency, µM (top dose mostly 46.1 µM), inactives show top-dose activity change, negative = cytotoxicity, hits mostly cytotoxic; 130,000 tested, 0.93% active;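 also: 0% = DMSO and -100% = full killing by reference compound; nearly all actives have a fitted effect of over 55% in size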
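H1299-p53 A138V cells (temperature-sensitive p53) exposed 24 h to up to 46 uM compound at 32C, where p53 is wild-type in conformation. Viability read as ATP luminescence and normalised to DMSO and 100 uM tamoxifen. AC50 fitted with the Hill equation.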
IkB signaling – IkB pathway inhibition in ABC-DLBCL cells. 110,000 tested, 0.04% active. Potency, µM (top dose mostly 57.1 µM), inactives show at the top dose IkBa stabilization activation. ABC-DLBCL IkBa-CBG/CBR dual luciferase ratio, 4 h; response scale: scaled: untreated 0%, proteasome inhibitor 100%; active = well fitted curve in the direction sought with a large enough effect in the signal ratio, not every such curve was filed as active; inconclusive = small, poorly fitted or top-dose-only effect, or a change in a side signal; the % refers to the signal ratio;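 also: the direction sought is a rising ratio; 0% = basal untreated cells and 100% = reference inhibitor full response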
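Luminescence ratio of IκBα-fused green versus native red beetle luciferase in OCI-Ly3 cells, 4 h post-doxycycline with compound; red signal alone, scaled from basal (0%) to zero light (-100%), flagged nonspecific or cytotoxic effects.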
Peg3 imprint – genomic imprint erasure induction | AID 1948 | mouse ES Peg3-LacZ reporter, beta-gal luminescence, 40 h | Potency, µM (titrated, usually from 60.7 µM), for inactives: at the highest dose activity change, positive = activation, hits mostly activators | 110,000 tested, 0.02% active;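 also: 0% = negative control wells on the plate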
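Readout: BetaGlo luminescence (5 min, room temp) for LacZ from the normally silent maternal Peg3 allele in female Peg3LacZ-Neo ES cells. Cells 300/well, 40 h, 37C, 5% CO2. Data normalized per plate to negative controls.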
p53ts 39C kill – kills p53ts cells at the nonpermissive temperature; Potency, µM (highest dose often 46.1 µM), for inactives: at the top dose activity change, negative = cell killing, most hits filed as cytotoxic; H1299-p53A138V viability at 39C, ATP luminescence, 24 h; 130,000 tested, 1.5% active; also: nearly all actives have a fitted effect of over 55% in size
Starred values were filed as active, the others as inactive; ? = inconclusive; / = no result given; [ ] = another dose, or the depositor's remark. Unless noted, calls follow the shape of the dose curve; as a rule, active = well fitted curve in the direction sought with a large enough effect; inconclusive = small, poorly fitted or top-dose-only effect, or another doubt; inactive = no such curve, though single readings can be large; an effect the other way counts as inactive or inconclusive. Unless noted, % is scaled to controls: 0 for no effect and ±100 for the full control effect; potency is read from the fitted curve at half-maximal effect. Compounds were not picked by outcome; overall some 1.7% were active at least once.

mol,p53ts 32C tox,IkB signaling,Peg3 imprint,p53ts 39C kill
COc1cc(CC(=O)OCC(=O)Nc2cccc([N+](=O)[O-])c2)cc(OC)c1OC,9%,/,/,-1%
Cc1c(C(=O)OC2CCCC2)[nH]c2c1C(=O)CC(c1ccco1)C2 (stereo unspecified),9%,?,-25%,-20%
CN(C)Cc1ccccc1-c1nc(N(C)Cc2ccco2)c2ccccc2n1,-2%,-4.1%[11.4 µM],-25%,-10%
COc1ccc2nc(N(Cc3cccnc3)C(=O)c3ccco3)sc2c1,-2%,?,-14%[10.9 µM],?
COc1ccc(N2CCN(C(=O)c3cn(CC(C)C)c(=O)c4c3c3ccccc3n4C)CC2)cc1,9%,?,-6%[10.9 µM],-9%
C=CCNC(=O)COc1ccc(S(=O)(=O)NC2CCCCC2)cc1,2%,1.2%,-15%,4%
Cc1cccc(NC(c2cccc(F)c2)c2ccc3ccc(C)nc3c2O)n1 (stereo unspecified),2%,10%,-19%[10.9 µM],-29%
COC(=O)C1=C(C)NC2=C(C(=O)CCC2)C1c1ccccn1 (stereo unspecified),-2%,1.9%,-9%,-4%
CCn1c(SCC(=O)Nc2cc(NC(C)=O)ccc2OC)nnc1-c1cccnc1,-3%,-2.9%,-3%,11%
NC(CSS(=O)(=O)O)=N[C@@H]1C[C@H]2CC[C@@H]1C2,3%[9.22 µM],2.0%[11.4 µM],-1%[10.9 µM],11%[9.22 µM]
COc1ccc(N2CC(NC(=O)C3CCCC3)CC2=O)cc1 (stereo unspecified),1%,3.1%,5%[10.9 µM],-5%
Cc1ccccc1OCC(=O)Nc1ccc2nc(SCC(=O)N3CCOCC3)sc2c1,?,?,-12%[10.9 µM],-29%
CCCCOc1ccc(/C(O)=C2/C(=O)C(=O)N(CCCOC)C2c2ccncc2)cc1C (stereo unspecified),3%,0.7%,-11%,5%
COc1cc(C(=O)Nc2ccccc2OCc2cc(=O)n3cc(C)sc3n2)cc(OC)c1OC,4%,-0.6%,12%[10.9 µM],22%
CCOC(=O)CSc1nc(C)c2cc(OC)ccc2n1,3%,-5.7%,-20%,-1%
Cc1ccnc(SCC(=O)Nc2sc3c(c2C#N)CCCC3)n1,-7%,0.9%,-8%,-30%

Ordered by length of the SMILES (ascending): part of the list above
mol,p53ts 32C tox,IkB signaling,Peg3 imprint,p53ts 39C kill
CCOC(=O)CSc1nc(C)c2cc(OC)ccc2n1,3%,-5.7%,-20%,-1%
Cc1ccccc1OCC(=O)Nc1ccc2nc(SCC(=O)N3CCOCC3)sc2c1,?,?,-12%[10.9 µM],-29%
CCCCOc1ccc(/C(O)=C2/C(=O)C(=O)N(CCCOC)C2c2ccncc2)cc1C (stereo unspecified),3%,0.7%,-11%,5%

(listing goes on)
mol,p53ts 32C tox,IkB signaling,Peg3 imprint,p53ts 39C kill
CCCCn1c(SCC(N)=O)nnc1-c1ccco1,4%,-0.3%,10%,5%
Cc1cc2c(cc1S(=O)(=O)NCc1ccc(F)cc1)OCCN2C,0%,24%,-5%[10.9 µM],-1%
Cc1ccc(-n2c(C)nc3c(cnn3-c3ccc(F)cc3)c2=O)cc1,-17%,-0.6%,-2%,6%
O=C(Cn1c(=O)n(-c2ccc(F)c(Cl)c2)c(=O)c2sc3ccccc3c21)NC1CCCC1,1%,0.9%,-6%[10.9 µM],35%[activator]
CCOC(=O)N1CCC(N(CCOC)C(=O)Nc2ccc(CC)cc2)CC1,3%,0.5%,-14%,-7%
Cc1ccc(-n2cc3c(c2-c2ccccc2Br)c(=O)n(C)c(=O)n3C)cc1N,28%,?,-4%[10.9 µM],-4%
Cn1c(=O)c2[nH]c(CCS)nc2n(C)c1=O,1%[9.22 µM],-0.5%[11.4 µM],-11%[10.9 µM],13%[9.22 µM]
CCOC(=O)c1[nH]c(C)c(C(=O)Nc2ccc3c(c2)OCCO3)c1C,2%,-1.5%,1%,-7%

Filtered by structure, those above with a furan ring, fused or not.
mol,p53ts 32C tox,IkB signaling,Peg3 imprint,p53ts 39C kill
Cc1c(C(=O)OC2CCCC2)[nH]c2c1C(=O)CC(c1ccco1)C2 (stereo unspecified),9%,?,-25%,-20%
CN(C)Cc1ccccc1-c1nc(N(C)Cc2ccco2)c2ccccc2n1,-2%,-4.1%[11.4 µM],-25%,-10%
COc1ccc2nc(N(Cc3cccnc3)C(=O)c3ccco3)sc2c1,-2%,?,-14%[10.9 µM],?
CCCCn1c(SCC(N)=O)nnc1-c1ccco1,4%,-0.3%,10%,5%

Later entries:
mol,p53ts 32C tox,IkB signaling,Peg3 imprint,p53ts 39C kill
O=C(CN1C(=O)COc2ccc(S(=O)(=O)N3CCCCC3)cc21)NCc1ccccc1Cl,1%,0.0%,-12%[10.9 µM],-7%
CCC1CCCCN1CCCNC(=O)CN1C(=O)CSc2ccc(S(=O)(=O)N3CCC(C)CC3)cc21 (stereo unspecified),-3%,2.0%,-2%[10.9 µM],?
CCCCNc1nc(Oc2ccc(OCC)nn2)nc(N2CCOCC2)n1,4%,?,-14%[10.9 µM],-26%
COCCCn1cnc2c(c1=O)c1nc3ccccc3nc1n2-c1ccccc1,6%,-2.6%,9%,4%
COC(=O)c1ccccc1NC(=O)c1noc2c1CCCC2,-22%,0.8%,-48%[inhibitor],?
CCCn1c(=O)c2sccc2n2c(CCCC(=O)Nc3ccc(Oc4ccc(Cl)cc4)cc3)nnc12,31%[activator],-9.5%,-14%[10.9 µM],?
CC1(C)N=C(c2ccc(Cl)cc2Cl)C(=O)N1,0%,-1.2%,-1%,-6%
Cc1nc2c(oc3ccccc32)c(=O)o1,-7%,?,-5%,1%

The listing continues:
Screens in order – p53ts 32C tox | IkB signaling | Peg3 imprint | p53ts 39C kill
CC(=O)NC(c1ccco1)c1ccc2cccnc2c1O (stereo unspecified)
  ? | ? | -30%[inhibitor] | ?
COc1ccc(C(=O)NCC(c2cccnc2)N2CCN(c3ccccc3OC)CC2)cc1 (stereo unspecified)
  21% | ? | -3%[10.9 µM] | -25%
Cn1nnnc1SCCCNCc1ccc(Cl)cc1
  -1% | 1.4% | -13%[10.9 µM] | 7%
COc1ccc(-c2nc(C#N)c(N3CCN(c4cccc(Cl)c4)CC3)o2)cc1OC
  -1% | 1.3% | -5% | -3%
Cc1ccc(OCC(=O)N(Cc2ccco2)Cc2ccc(C)o2)cc1
  8% | ? | -10%[10.9 µM] | -10%
Cc1cc(Cl)ccc1OCC(=O)NCCC(=O)O
  -3% | 0.6% | -1% | 3%
Cc1ccc(-n2nc3c(=O)n(CCCC(=O)NCCc4ccccc4Cl)nc(C)c3c2C)cc1
  2% | 0.8% | -6%[10.9 µM] | -13%
CCc1ccc(OCC2c3cc(OC)c(OC)cc3CCN2C(=O)COc2ccccc2)cc1 (stereo unspecified)
  25% | -1.6% | -15%[10.9 µM] | -22%
CC(NC(=O)c1ccc2c(c1)CCN2S(C)(=O)=O)c1ccccc1 (stereo unspecified)
  -8% | -0.7% | -8%[10.9 µM] | 4%
Cc1ccc(N2C(=O)[C@@H]3C(C(=O)CCN4C(=O)c5ccccc5C4=O)=NN[C@@H]3C2=O)cc1
  6% | / | / | 11%
Fc1ccccc1Cn1nnc2c(-n3ccnc3)ncnc21
  10% | 1.4% | -24% | 12%
COc1cccc(CNC(=O)c2ccc(CNS(=O)(=O)c3ccc(C)cc3)cc2)c1
  2% | 1.5% | -8%[10.9 µM] | -14%
COc1ccc(N2CCN(c3oc(COc4ccccc4Cl)nc3C#N)CC2)cc1
  -2% | / | / | -4%
CCOC(=O)Cc1csc(NC(=O)CCc2ccc(S(=O)(=O)N3CCOCC3)cc2)n1
  1% | ? | -13% | 2%
O=C(CN1CCOCC1)Nc1ccc(-c2nc3ccccc3[nH]2)cc1
  ? | 1.3% | -23% | ?
COC(=O)c1ccc(NC(=O)CN(c2ccc(OC)cc2)S(C)(=O)=O)cc1
  8% | 2.9% | -17% | 11%
O=C(NCc1ccccn1)C(C(=O)c1ccc(F)cc1)n1ccccc1=O (stereo unspecified)
  1% | 0.1% | -2% | 0%
O=C(Nc1cc(-c2ccc(Cl)cc2)no1)c1ccc(F)cc1
  -4% | -1.7% | -5%[10.9 µM] | 1%
CCOC(=O)[C@]1(C(NC(=O)OC)c2cccc(F)c2)CCCC1=O (stereo partly specified)
  0%[9.22 µM] | / | / | -9%[9.22 µM]
CC1CCN(c2nc3ccccc3nc2C(C#N)C(=O)OC2CCCCC2)CC1 (stereo unspecified)
  -1% | -2.4% | 1% | -2%
Cc1cccc(C(=O)Oc2csc(=S)n2C(=O)c2cccc(C)c2)c1
  1% | / | / | -1%
O=C(Nc1nc2ccccc2n1CCOc1ccc(Cl)cc1)c1ccco1
  -4% | ? | -10% | -3%
CCCC1C(c2ccccc2)C(C#N)(C#N)C2(C#N)CC1(N)NC2=O (stereo unspecified)
  -12% | ? | -19% | 10%
COc1cc2c(cc1NC(C)=O)CCCC2
  -1% | 1.0% | -9% | 0%
COc1cc(C(=O)Nc2nc(N)n(-c3ccccc3)n2)cc(OC)c1OC
  -3% | 1.8% | 0% | 9%
CCOCCCNC(=O)c1ccc(OC(C)=O)cc1
  -5% | 0.4% | -11% | 11%
Clc1ccc(NCc2nncn2-c2ccccc2)cc1
  0% | ? | -8% | -1%
CCOc1ccc(-c2nnn(CC(=O)c3ccc4c(c3)OCCO4)n2)cc1
  -9% | ? | -12% | -16%
Cc1nc2ccn(Cc3cccnc3)c(=O)c2cc1C(=O)N1CCN(c2ccccc2)CC1
  1% | -1.1% | -9%[10.9 µM] | -7%
CC1=CC2=C(OC1N(C)C)c1cccc3cccc(c13)C2=O (stereo unspecified)
  -2% | ? | -20% | 9%
CCOC(=O)CSc1nc2ccc(C)cc2[nH]1
  -15% | / | / | -5%
CCOC(=O)c1ccc(CN(Cc2ccc(F)cc2)S(=O)(=O)c2ccc(F)c(C(=O)Nc3ccc(Cl)cc3F)c2)cc1
  7% | ? | -8%[10.9 µM] | -16%
CCOC(=O)CN(Cc1ccccc1)C(C(=O)NC1CCCCC1)c1ccc(C)cc1 (stereo unspecified)
  19% | 2.6% | -18%[10.9 µM] | ?
O=C(CSc1nnc2scc(-c3ccccc3)n12)NCc1ccc2c(c1)OCO2
  5% | 4.0% | 9% | 6%
Nc1nnc(SCC(=O)c2ccccc2)s1
  -1% | ? | -15% | 4%
Cc1c(NC(=O)C(C)OC(=O)c2cc(-c3cccc4ccccc34)nc3ccccc23)c(=O)n(-c2ccccc2)n1C (stereo unspecified)
  -9% | / | / | 3%
O=C(CSc1nc2ccccc2nc1Cc1ccccc1)NCc1ccccc1Cl
  -3% | -1.0% | -13%[10.9 µM] | 16%
CCOc1cc(N2CCOCC2)c(OCC)cc1NC(=O)COC(=O)c1cc(C)oc1C
  6% | 0.0% | 1% | -14%
COc1ccccc1NC(=O)CSc1nnc(Cn2nnc(-c3ccccc3)n2)n1-c1ccccc1
  16% | 3.6% | -26% | -8%
COc1cc(OC)c(NC(=O)Nc2ccccc2OCc2cc(=O)n3cc(C)ccc3n2)cc1Cl
  -3% | ? | -10%[10.9 µM] | -21%
COc1ccc(CCN2C(=O)C3CC=C(C)CC3C2=O)cc1OC (stereo unspecified)
  5% | / | / | 6%
O=C(Nc1cccnc1)c1noc2c1CCCCC2
  13µM* | -0.4% | -82%[inhibitor] | 13µM*

Screens (PubChem BioAssay)
